Bioassay records as filed in PubChem BioAssay.
TRb SRC2 PPI – qHTS for Inhibitors of the Interaction of Thyroid Hormone Receptor and Steroid Receptor Coregulator 2; Thyroid hormone receptor beta (Homo sapiens), P10828; hit rate 0.065% among 280,000; TRbeta-SRC2 peptide binding, fluorescence polarization; receptor liganded with 1 µM T3; Potency, µM (highest dose often 106 µM), inactives show top-dose activity change, negative = inhibition, actives largely listed as inhibitors;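 note: plate controls were bound peptide for no effect and peptide without receptor for full effect; nearly all actives have a fitted effect of over 50% in size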
Target sequence (P10828 whole entry, looked up): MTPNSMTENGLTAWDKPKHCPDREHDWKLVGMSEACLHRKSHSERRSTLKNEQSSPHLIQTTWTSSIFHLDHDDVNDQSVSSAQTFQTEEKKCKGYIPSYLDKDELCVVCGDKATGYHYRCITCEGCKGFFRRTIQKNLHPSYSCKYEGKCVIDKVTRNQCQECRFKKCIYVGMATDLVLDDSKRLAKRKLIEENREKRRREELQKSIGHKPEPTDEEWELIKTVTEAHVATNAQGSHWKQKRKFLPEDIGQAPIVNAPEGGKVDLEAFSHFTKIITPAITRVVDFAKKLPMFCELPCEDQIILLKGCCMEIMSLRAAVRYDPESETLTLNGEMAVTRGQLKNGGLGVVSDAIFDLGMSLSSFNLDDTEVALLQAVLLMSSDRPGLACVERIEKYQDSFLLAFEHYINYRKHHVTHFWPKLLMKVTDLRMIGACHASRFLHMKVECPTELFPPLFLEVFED
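Human TRb LBD (0.6 uM) plus Texas Red-labeled SRC2 peptide (20 nM), 1uM T3, 5% DMSO, 5 hr at ambient temperature. Decreased polarization (555/632 nm) flags inhibition; data normalized to free and bound peptide controls.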
LMNA splice mod – qHTS Assay for Modulators of Lamin A Splicing. HeLa LMNA splicing GFP/RFP minigene ratio, 48 h. Potency, µM (titrated, usually from 46.1 µM), for inactives: at the highest dose ratio change, negative = inhibition, hits mostly inhibitors. hit rate 0.01% among 200,000; active = well fitted inhibition curve with a large enough effect in the signal ratio, with a control signal flat, not every such curve was filed as active; inconclusive = small, poorly fitted or top-dose-only effect, or effect the other way, or a change in a side signal; the % refers to the signal ratio; note: % is set by controls: 0 for no effect and ±100 for the full control effect
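Read-out is the ratio of GFP to DsRed2 object intensity, acquired by 488 nm laser-scanning cytometry on HeLa lamin A-EGFP minigene reporter cells. Compound incubation 48 hrs at 37 °C in Opti-MEM with 2% FBS; DMSO 0.5% final.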
JMJD2E inh – qHTS Assay for Inhibitors of Human Jumonji Domain Containing 2E (JMJD2E). Potency, µM (series often up to 57.1 µM), for the others: at the top dose activity change, negative = inhibition, hits mostly inhibitors. JMJD2E catalytic domain, FDH-coupled NADH fluorescence (FDH is formaldehyde dehydrogenase). hit rate 1.6% among 230,000. AID 2147, 2009. Lysine-specific demethylase 4E (Homo sapiens), B2RXH2; active = well fitted inhibition curve with a large enough effect, not every such curve was filed as active; inconclusive = small, poorly fitted or top-dose-only effect, or another doubt; inactive = no such curve, though single readings can be large or run the other way;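 note: 0% = wells with enzyme and -100% = buffer wells without enzyme; nearly all actives have a fitted effect of over 50% in size; many of its hits are not listed in these tables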
RECQ1 inh – qHTS Assay for Inhibitors of RecQ-Like Dna Helicase 1 (RECQ1); ATP-dependent DNA helicase Q1 (Homo sapiens), P46063; RECQ1 DNA unwinding, red fluorescence kinetic read; Potency, µM (doses to about 57.3 µM), inactives show at the top dose activity, negative = inhibition, most hits filed as inhibitors; hit rate 0.54% among 240,000; AID 2549, 2010;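 note: plate controls were vehicle for no effect and no enzyme for full effect; nearly all actives have a fitted effect of over 30% in size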
Target sequence (P46063 whole entry, looked up): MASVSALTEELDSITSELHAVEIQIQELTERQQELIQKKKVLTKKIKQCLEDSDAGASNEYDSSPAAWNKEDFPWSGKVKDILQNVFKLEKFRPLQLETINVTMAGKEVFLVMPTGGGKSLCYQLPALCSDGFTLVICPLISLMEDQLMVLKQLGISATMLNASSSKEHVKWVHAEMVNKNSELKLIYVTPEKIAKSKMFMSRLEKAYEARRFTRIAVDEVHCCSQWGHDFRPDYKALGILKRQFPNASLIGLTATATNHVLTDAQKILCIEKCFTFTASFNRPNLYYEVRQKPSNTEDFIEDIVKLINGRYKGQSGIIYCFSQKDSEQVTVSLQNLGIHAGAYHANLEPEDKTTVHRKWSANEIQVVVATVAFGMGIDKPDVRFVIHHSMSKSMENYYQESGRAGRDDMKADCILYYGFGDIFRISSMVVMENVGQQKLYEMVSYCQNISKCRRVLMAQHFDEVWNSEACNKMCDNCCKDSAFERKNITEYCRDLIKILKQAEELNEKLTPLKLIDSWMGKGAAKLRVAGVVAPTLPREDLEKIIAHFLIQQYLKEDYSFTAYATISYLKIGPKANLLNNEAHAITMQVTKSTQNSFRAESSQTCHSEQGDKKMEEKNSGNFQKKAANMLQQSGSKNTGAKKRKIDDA
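50 nM RECQ1T1 preincubated 15 min with compound in Tris pH 8.0 buffer with MgCl2, DTT, Tween-20 and 2.5 ug/ml poly(dI-dC); started with 200 nM TAMRA/BHQ-2 forked duplex and 2 mM ATP. Unwinding read as fluorescence (525/598 nm), two reads 2 h apart.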
GoLoco inh red – qHTS Assay for Inhibitors of RGS12 GoLoco Motif Activity (Red Fluorophore) | hit rate 0.44% among 230,000 | AID 880, 2007 | Potency, µM (top dose mostly 61.6 µM), inactives show top-dose activity, negative = inhibition, hits mostly inhibitors | Gai1:RGS12 GoLoco peptide FP, rhodamine, 10 min; active = well fitted inhibition curve with a large enough effect, not every such curve was filed as active; inactive = no such curve, though single readings can be large or run the other way; note: % is set by controls: 0 for no effect and ±100 for the full control effect; nearly all actives have a fitted effect of over 30% in size; many of its hits are not listed in these tables
SMN2 splice enh – qHTS Assay for Enhancers of SMN2 Splice Variant Expression; hit rate 2.8% among 210,000; HEK293 SMN2-luciferase splicing reporter, luminescence, 30-36 h; Potency, µM (titrated, usually from 46.1 µM), for inactives: at the highest dose activity change, positive = activation, hits mostly activators; note: % of control where 0% means no effect; nearly all actives have a fitted effect of over 55% in size
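HEK293 cells carry an SMN2 […]–luciferase reporter in which exon 7 inclusion puts luciferase in frame. Cells were plated 10-12 h before compound addition, then incubated 30-36 h at 37C. ONE-Glo luminescence was read; sodium butyrate at 4.5 mM final served as control.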
ALDH1A1 inh – qHTS Assay for Inhibitors of Aldehyde Dehydrogenase 1 (ALDH1A1); Purified ALDH1A1, NADH fluorescence, propionaldehyde substrate; hit rate 7.3% among 220,000; Potency, µM (series often up to 75.3 µM), for the others: at the top dose activity, negative = inhibition, hits mostly inhibitors; AID 1030, 2008; Aldehyde dehydrogenase 1A1 (Homo sapiens), P00352; active = well fitted inhibition curve with a large enough effect, not every such curve was filed as active; inconclusive = small, poorly fitted or top-dose-only effect, or another doubt; inactive = no such curve, though single readings can be large or run the other way;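 note: plate controls were no enzyme wells and a reference inhibitor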
TexasRed fluor – Total Fluorescence Counterscreen for Inhibitors of the Interaction of Thyroid Hormone Receptor and Steroid Receptor Coregulator 2. hit rate 0.29% among 280,000. Potency, µM (highest dose often 106 µM), without a hit: top-dose fluorescence change, negative = quenching. TRb/SRC2 Texas Red total fluorescence interference; active = well fitted curve in either direction with a large enough effect; inconclusive = small, poorly fitted or top-dose-only effect; note: % is set by controls: 0 for no effect and ±100 for the full control effect
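Human TRβ ligand-binding domain (0.6 uM) and Texas Red SRC2 peptide (20 nM) in Tris buffer with 1 uM T3 and 5% DMSO were incubated with pinned compound for 5 hr at ambient temperature. Total fluorescence was computed as S + 2P (555/632 nm).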
Active calls of the source: *; i = inactive; ? = inconclusive; / = no result given; [ ] = remark or other dose. Unless noted, calls come from the whole dose curve; as a rule, active = well fitted curve in the direction sought with a large enough effect; inconclusive = small, poorly fitted or top-dose-only effect, or another doubt; inactive = no such curve, though single readings can be large; an effect the other way counts as inactive or inconclusive. Potency is the fitted concentration of half-maximal effect. Some of the compounds tested, so the mix of outcomes need not match the whole.

SMILES	TRb SRC2 PPI	LMNA splice mod	JMJD2E inh	RECQ1 inh	GoLoco inh red	SMN2 splice enh	ALDH1A1 inh	TexasRed fluor
COc1ccc(Br)cc1C1SCCN1S(C)(=O)=O (stereo not drawn)	-6%	7%	2%	12%	12%	8%	-3%	0%
Cc1ccsc1/C=N/NC(=O)Cn1nc(C)c([N+](=O)[O-])c1C	-5%	/	-13%	-5%	8%	/	4%	0%
O=C(/C=C/Nc1ccccc1OC(F)(F)F)C(F)(F)F	5%	-1%	5%	-1%	8%	0%	-6%	0%
Cc1sc2nc(CN3CCCC3)nc(Cl)c2c1C	-3%[53 µM]	?	?	-2%	4%	1%	?	-3%[53 µM]
O=C(Oc1cccnc1)c1ccc([N+](=O)[O-])cc1Cl	3%	/	-4%	-3%	5%	25%	8%	1%
COc1cc(/C=C2\SC(=O)NC2=O)ccc1Oc1ccc([N+](=O)[O-])cn1	-5%	/	-4%	3%	10%	/	/	-3%
C=CCn1c(=O)/c(=C2/Sc3ccccc3N2CC)s/c1=C1/C(=O)NN=C1C	-2%	/	3%	8%	232%[activator]	0%	20µM*	0%
CCOC(=O)C(Cc1ccc(O)cc1)NC(=O)CNC(=O)C1CCCN1C(=O)OC(C)(C)C (stereo not drawn)	7%	/	7%	-3%	9%	/	11%	-5%
NCCNc1cccc2ccccc12	-10%[201 µM]	/	/	?	4%	-11%	?	-18%[201 µM]
CCOc1ccc(S(=O)(=O)N(C)C)cc1-c1nc2c(C(C)(C)C)nn(C)c2c(=O)[nH]1	3%	2%	-5%	-17%	-1%	-20%	?	0%
Cc1nc(N2CCN(Cc3ccc4c(c3)OCO4)CC2)nc2c1C(=O)CC(c1ccco1)C2 (stereo not drawn)	-7%	?	?	-1%	9%	-26%	?	2%
CC(C)Sc1nc2c(c(=O)n1C)SC(C)C2 (stereo not drawn)	-2%	-7%	8%	-4%	12%	-6%	1%	1%
CCN1C(=O)c2ccccc2S(=O)c2ccc(C(=O)N3CCCC3)cc21 (stereo not drawn)	5%	-3%	2%	-4%	-4%	-1%	-5%	-1%
Clc1cc(Cl)cc(CN2CCSCC2)c1	-8%	/	2%	-2%	-30%	/	6%	2%
O=C(NC(NC1CCS(=O)(=O)C1)C(Cl)(Cl)Cl)c1ccc(Br)cc1 (stereo not drawn)	6%	?	-8%	i	4%	-27%	6%	-3%
Cn1ccnc1	5%	-4%	7%	i	-6%	9%	7%	3%
CNC(=O)CSc1nnc(-c2ccc3c(c2)OCO3)n1C	-2%	?	-4%	-11%	8%	0%	1%	-1%
O=C(c1cccc(Cl)c1)N1CCn2c1nc1ccccc12	4%	11%[46 µM]	-8%	21%	7%	-7%	13%	-2%
C=CCNC(=S)N(CC)c1cccc2ccccc12	3%	5%[46 µM]	5%	i	-1%	6%	?	-2%
CCN(CC)CCCN1C(=O)C(O)=C(C(=O)c2sc(C)nc2C)C1c1ccc(C)o1 (stereo not drawn)	-4%	?	2%	-3%	-7%	-5%	?	-4%
Cc1ccc(O)c(C(=O)c2cnn(C(=O)COc3ccc(Cl)cc3)c2)c1	2%	3%	6%	-13%	27%	-8%	1.8µM*	0%
OCCC1CN(Cc2cccc(-c3ccco3)c2)CCN1Cc1ccsc1 (stereo not drawn)	7%	?	-8%	16%	18%	-12%	?	-1%
CCSc1nnc(NC(=O)C(C)(C)C)s1	-7%	14%	1%	-4%	3%	26%	-2%	0%
CCOc1ccccc1NC(=O)CCCN1C(=S)NC(C)(C)CC1C (stereo not drawn)	0%	-6%	4%	-2%	-4%	3%[1.84 µM]	5%	2%
C=C(C)c1cccc(C(C)(C)NC(=O)Nc2ccc(C(C)=O)cc2)c1	-3%	?	-6%	-2%	-1%	-2%	9%	-3%

Reformatted: entries from further up
Molecule | TRb SRC2 PPI | LMNA splice mod | JMJD2E inh | RECQ1 inh | GoLoco inh red | SMN2 splice enh | ALDH1A1 inh | TexasRed fluor
CC(C)Sc1nc2c(c(=O)n1C)SC(C)C2 (stereo not drawn) | -2% | -7% | 8% | -4% | 12% | -6% | 1% | 1%
O=C(/C=C/Nc1ccccc1OC(F)(F)F)C(F)(F)F | 5% | -1% | 5% | -1% | 8% | 0% | -6% | 0%

Additional compounds follow.
SMILES	TRb SRC2 PPI	LMNA splice mod	JMJD2E inh	RECQ1 inh	GoLoco inh red	SMN2 splice enh	ALDH1A1 inh	TexasRed fluor
O=C1CS(=O)CN1c1ccc(Oc2ccccc2)cc1 (stereo not drawn)	-6%	0%[46 µM]	1%	i	15%	-10%	7%	-6%
COc1ccc(Cl)cc1NC(=O)c1cnc2sccn2c1=O	-4%	-18%	3%	-14%	11%	-7%	?	0%
COc1cc2c(cc1OC)CN(CC(=O)Nc1ccc(Cl)c(S(=O)(=O)N(C)C)c1)CC2	-1%	-19%[46 µM]	?	i	-3%	-12%	?	-1%
CC1(C)Cc2c(c(N3CCCC3)[nH]c(=S)c2C#N)CO1	0%	-1%	-2%	i	-2%	0%	?	-1%
C=CCNC(=O)NC(=O)c1csc([N+](=O)[O-])c1	-1%	/	8%	1%	1%	/	/	0%
Cc1ccc(-c2nnn(CC(=O)NCCC3=CCCCC3)n2)cc1	8%	-2%	-1%	1%	-14%	21%	28µM*	-3%
O=C(Nc1c2c(nc3c1CCC3)CCCC2)c1ccccn1	-6%	-3%	-1%	-2%	6%	-7%	7%	-1%
O=C(Nc1cccnc1)/C(N=Nc1cccnc1)=C(\O)c1ccccc1	6%	-11%	1%	-2%	12%	1%	1.4µM*	-12%
CCc1cc(C(=O)Cc2nc3ccccc3s2)c(O)cc1OCC(=O)O	6%	/	?	i	1%	/	1%	-6%
Cc1ccc(S(=O)(=O)N(C)CC(=O)OCc2nnc(-c3ccccc3)o2)cc1	3%	-1%	-1%	i	-3%	22%	?	-1%
CCn1c(CCc2ccccc2)n[nH]c1=S	1%[53 µM]	/	-1%	i	13%	/	8%	-2%[53 µM]
CCN(CCCNC(=O)CCNC(=O)Cn1ccc2ccccc2c1=O)c1ccccc1	-3%	-8%	-16%	-1%	-11%	0%	?	-1%
CCCc1nnc(SCC(=O)N2CCCCC2)n1CC1CCCO1 (stereo not drawn)	-1%	-1%	-10%	-3%	-4%	-6%	-2%	-3%
COc1ccc(CNC(=O)C2CC(c3ccc(F)cc3)=NO2)cc1 (stereo not drawn)	-10%	6%	7%	-4%	2%	-3%	?	-2%
CSC1=NSC2=NC(=O)/C(=C/c3coc4ccc(O)cc4c3=O)C(=N)N12	-3%	?	?	-10%	67%[activator]	12%	?	-7%
Cc1ccc(-c2nn(CC(=O)O)c(=O)c3ccccc23)cc1	-15%	1%	-6%	1%	0%	-4%	5%	1%
Cc1ccc2c(c1)C1CN(C)CCC1N2C(=S)NC(=O)c1ccc(Br)cc1 (stereo not drawn)	-3%	6%[46 µM]	-6%	i	-19%	4%	14µM*	-1%
O=C(c1ccncc1)N1CCC2(CCCN(C(c3ccccc3)c3ccccc3)C2)CC1	/	/	/	-14%	11%	?	1%	/
CCCn1c2c(c(O)c(C(=O)Nc3ccc(OC)cc3)c1=O)CCCC2	2%	0%	-6%	-7%	7%	-1%	?	-4%
Cc1sc(NC(=O)c2ccc(Br)s2)c(C(N)=O)c1C	-11%	-29%	?	-4%	2%	10µM*	-3%	-2%
CCOC(=O)c1ccc(Nc2cc(C)nc3ncnn23)cc1	-22%	-10%	-23%	2%	0%	9%	10µM*	0%
CCOC(=O)C(=O)Nc1ccccc1C#N	13%	-11%	2%	-1%	-13%	33%	17%	14%
CC(=O)Nc1ccc(NS(=O)(=O)C(F)(F)F)cc1	-2%	-3%	-2%	-1%	-2%	?	4%	-3%
COc1ccccc1NS(=O)(=O)c1cc(NC(=O)/C=C/c2cccs2)ccc1N1CCOCC1	2%	?	-27%	-1%	18%	?	?	-1%
CC(C)c1ccc(NC(=O)c2snc3ccc(Cl)cc23)cc1	6%	?	-4%	-3%	2%	14µM*	-29%	2%

Record cards (already shown). Values in the order: TRb SRC2 PPI | LMNA splice mod | JMJD2E inh | RECQ1 inh | GoLoco inh red | SMN2 splice enh | ALDH1A1 inh | TexasRed fluor
Cc1ccc(-c2nnn(CC(=O)NCCC3=CCCCC3)n2)cc1 in the list: 8% | -2% | -1% | 1% | -14% | 21% | 28µM* | -3%
O=C(Nc1c2c(nc3c1CCC3)CCCC2)c1ccccn1 in the list: -6% | -3% | -1% | -2% | 6% | -7% | 7% | -1%
Cc1ccc2c(c1)C1CN(C)CCC1N2C(=S)NC(=O)c1ccc(Br)cc1 (stereo not drawn) in the list: -3% | 6%[46 µM] | -6% | i | -19% | 4% | 14µM* | -1%
CCN(CCCNC(=O)CCNC(=O)Cn1ccc2ccccc2c1=O)c1ccccc1 in the list: -3% | -8% | -16% | -1% | -11% | 0% | ? | -1%

5 compounds from above, limited to SMN2 splice enh and TexasRed fluor.
Compound,SMN2 splice enh,TexasRed fluor
CSC1=NSC2=NC(=O)/C(=C/c3coc4ccc(O)cc4c3=O)C(=N)N12,12%,-7%
COc1ccc(CNC(=O)C2CC(c3ccc(F)cc3)=NO2)cc1 (stereo not drawn),-3%,-2%
CC(=O)Nc1ccc(NS(=O)(=O)C(F)(F)F)cc1,?,-3%
CC(C)c1ccc(NC(=O)c2snc3ccc(Cl)cc23)cc1,14µM*,2%
O=C(c1ccncc1)N1CCC2(CCCN(C(c3ccccc3)c3ccccc3)C2)CC1,?,/
